Compound activity: PubChem, National Center for Advancing Translational Sciences (NCATS)
12-LOX inh = ALOX12 (human) lipoxygenase inhibition | P18054 | purified 12hLO, xylenol orange hydroperoxide absorbance | Potency, µM (doses to about 108 µM), for inactives: at the top dose activity change, negative = inhibition, most hits filed as inhibitors | 580,000 compounds, 1.1% hits; note: % is set by controls: 0 for no effect and ±100 for the full control effect
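Hydroperoxide product was detected by ferrous iron/xylenol orange as the 573 to 405 nm absorbance ratio. Arachidonic acid at 40 uM (final) was turned over for 30 min at room temperature by 150 nM human 12hLO, pH 7.0 Hepes buffer, after 15 min compound preincubation.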
RGS4 inh = inhibitors of human regulator of G protein signaling 4; P49798; 390,000 compounds, 0.039% hits; Transcreener GDP fluorescence polarization, RGS4-accelerated GTP hydrolysis; Potency, µM (series often up to 114 µM), for inactives: at the top dose activity change, negative = inhibition, actives largely listed as inhibitors; note: % is set by controls: 0 for no effect and ±100 for the full control effect; nearly all actives have a fitted effect of over 75% in size; some results filed as inactive show a strong effect at the top dose
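MLSMR compounds (23 nl, pin-transferred) preincubated 10 min at room temperature with a 500nM (2x) first reagent, then RGS4 at 900nM (2x) plus Transcreener GDP mix added; fluorescence polarization (620/688 nm) read before and after 90 min at 30 °C.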
HP1b binding inh = inhibitors of HP1-beta chromodomain binding to methylated histone tails. AID 540317. Potency, µM (series often up to 114 µM), inactives show at the top dose activity change, negative = inhibition, usual class: inhibitors. AlphaScreen HP1-beta / biotin-H3K9me3 peptide binding. 390,000 compounds, 0.56% hits; note: nearly all actives have a fitted effect of over 70% in size; inactives centre near 23
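Compound inhibition of the preformed complex between 50 nM HP1-beta and 50 nM biotinylated H3K9me3 peptide was read by AlphaScreen. Buffer was PBS pH 7.4 with 0.01% Tween-20. Incubations ran 30 min at room temperature, with 10 ug/mL donor/acceptor beads.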
Pin1 inh = human Pin1 inhibition. Q13526. Pin1 FP peptide displacement, HiFluor488, 10 min. Potency, µM (series often up to 115 µM), inactives show at the top dose activity, negative = inhibition, hits mostly inhibitors. 390,000 compounds, 0.009% hits. AID 504891; active = well fitted inhibition curve with a large enough effect in the polarisation, with a control signal flat, not every such curve was filed as active; inconclusive = small, poorly fitted or top-dose-only effect, or effect the other way, or a change in a side signal; inactive = no such curve, though single readings can be large or run the other way; the % refers to the polarisation; note: % is set by controls: 0 for no effect and ±100 for the full control effect
PGK inhibitor = inhibitors of T. brucei phosphoglycerate kinase | Potency, µM (top dose mostly 57.5 µM), for the others: at the highest dose activity change, negative = inhibition, hits mostly inhibitors | P07378 | PGK/GAPDH coupled, Kinase-Glo luminescence, 60 min | 380,000 compounds, 0.043% hits | AID 602233; note: % is set by controls: 0 for no effect and ±100 for the full control effect; nearly all actives have a fitted effect of over 60% in size
Target sequence (P07378 whole entry, looked up): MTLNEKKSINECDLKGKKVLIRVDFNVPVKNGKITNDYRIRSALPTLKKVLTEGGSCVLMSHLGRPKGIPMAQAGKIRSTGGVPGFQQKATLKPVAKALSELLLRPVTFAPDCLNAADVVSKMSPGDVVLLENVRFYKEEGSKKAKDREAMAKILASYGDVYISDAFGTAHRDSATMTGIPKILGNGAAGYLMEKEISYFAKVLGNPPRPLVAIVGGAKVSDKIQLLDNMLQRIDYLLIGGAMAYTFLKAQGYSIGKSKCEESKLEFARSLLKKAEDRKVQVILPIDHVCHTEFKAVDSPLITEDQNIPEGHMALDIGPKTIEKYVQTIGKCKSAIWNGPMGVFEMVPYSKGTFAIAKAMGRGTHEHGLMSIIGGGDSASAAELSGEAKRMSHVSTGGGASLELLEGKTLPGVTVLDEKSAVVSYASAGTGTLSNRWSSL
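Luminescent ATP detection (Kinase-Glo Plus) follows a 60-minute room-temperature incubation, with wells lacking PGK as controls. Buffer: 100 mM TEA (pH 7.6), 5 mM MgCl2, 0.01% Tween-20. Coupling enzyme GAPDH (100 nM final) supplies unstable 1,3-BPG in-well.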
ERG Ets-DNA blk = blocks human ERG Ets domain binding to DNA. fluorescence polarization, His-ERG Ets domain / labelled DNA. P11308. 370,000 compounds, 0.028% hits. Potency, µM (top dose mostly 76.9 µM), for the others: at the highest dose FP activity, negative = inhibition, actives largely listed as inhibitors; active = well fitted inhibition curve with a large enough effect in the polarisation, with a control signal flat; inconclusive = small, poorly fitted or top-dose-only effect, or effect the other way, or a change in a side signal; inactive = no such curve, though single readings can be large or run the other way; the % refers to the polarisation;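 note: polarization taken with two DNA probes labelled with fluorescein and Texas red; % of control where 0% means no effect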
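His-tagged ERG Ets domain (1 uM in the protein solution; 300mM KCl, 50mM Tris-HCl, 1mM EDTA, 1mM DTT, pH 7.5) received compound, then a probe mix of 5 nM fluorescein-DNA and 100nM Texas-615-DNA. Fluorescence polarization was read for both dyes.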
rTrxR1 inhibitor = blocks rat thioredoxin reductase 1; O89049; recombinant rTrxR1, NADPH fluorescence consumption, selenite substrate; Potency, µM (top dose mostly 114 µM), for the others: at the highest dose activity change, negative = inhibition, actives largely listed as inhibitors; 390,000 compounds, 1% hits; AID 588453; note: % is set by controls: 0 for no effect and ±100 for the full control effect; nearly all actives have a fitted effect of over 65% in size
Target sequence (O89049 whole entry, looked up): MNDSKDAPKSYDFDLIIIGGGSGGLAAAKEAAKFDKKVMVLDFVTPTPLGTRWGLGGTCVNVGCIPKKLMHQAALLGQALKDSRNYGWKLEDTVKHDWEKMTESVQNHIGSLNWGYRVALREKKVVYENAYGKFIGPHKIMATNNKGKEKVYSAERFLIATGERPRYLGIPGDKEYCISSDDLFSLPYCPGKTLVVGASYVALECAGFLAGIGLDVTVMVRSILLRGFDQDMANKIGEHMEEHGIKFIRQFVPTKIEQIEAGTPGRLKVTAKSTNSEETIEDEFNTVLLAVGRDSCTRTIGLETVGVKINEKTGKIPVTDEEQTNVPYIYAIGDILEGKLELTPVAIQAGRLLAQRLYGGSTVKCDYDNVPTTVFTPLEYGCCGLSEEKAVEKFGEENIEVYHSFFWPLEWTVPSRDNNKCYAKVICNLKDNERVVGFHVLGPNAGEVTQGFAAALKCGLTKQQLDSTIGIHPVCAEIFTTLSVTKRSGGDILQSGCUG
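Rat TrxR1 (90 nM in the dispensed reagent) was pre-reduced with 400 uM NADPH for 5 min at room temperature, then incubated with compound for 15 min. After 400 uM selenite was added, NADPH fluorescence (Ex 340/Em 450 nm) was followed for 8 min.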
GLS inh = blocks human kidney-isoform glutaminase activity; O94925; GLS enzymatic activity, qHTS titration; Potency, µM (highest dose often 45.5 µM), for inactives: at the top dose activity change, negative = inhibition, usual class: inhibitors; 410,000 compounds, 0.21% hits; AID 624170; note: % is set by controls: 0 for no effect and ±100 for the full control effect
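hKGA in 45 mM KH2PO4 (pH 8.2), 0.02% Tween-20 with compound, then 1mM L-Glutamine (stock as added) plus glutamate oxidase/HRP/Amplex red coupling mix. Fluorescence read initially and after 30 min at RT; signal change reflects glutamate formation.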
JMJD2A Tudor inh = blocks the human JMJD2A Tudor domain. O75164. Potency, µM (titrated, usually from 114 µM), inactives show at the top dose activity change, negative = inhibition, most hits filed as inhibitors. 390,000 compounds, 4.4% hits. AlphaScreen JMJD2A-Tudor / H3K4me3 peptide binding. AID 504339; note: % is set by controls: 0 for no effect and ±100 for the full control effect; nearly all actives have a fitted effect of over 50% in size
* marks the source's active call; other numbers are inactive results; [ ] = remark or other dose. Unless noted, calls come from the whole dose curve; as a rule, active = well fitted curve in the direction sought with a large enough effect; inconclusive = small, poorly fitted or top-dose-only effect, or another doubt; inactive = no such curve, though single readings can be large; an effect the other way counts as inactive or inconclusive. Potency is the fitted concentration of half-maximal effect.

`Cn1cccc1Cc1nnc(SCC(=O)Nc2ccc(F)cc2F)n1-c1ccc(F)cc1` gave 12-LOX inh inconclusive, RGS4 inh -31%, HP1b binding inh 15%, Pin1 inh 13%, PGK inhibitor inactive, ERG Ets-DNA blk -11%, rTrxR1 inhibitor 29%, GLS inh 1% and JMJD2A Tudor inh -26%.
`COc1ccc(NS(=O)(=O)c2ccc3c(c2)CC(C)N3C(=O)C2CCC2)cc1OC` (centres undefined) gave 12-LOX inh -1%, RGS4 inh -5%, HP1b binding inh 25%, Pin1 inh -8%, PGK inhibitor -10%, ERG Ets-DNA blk -2%, rTrxR1 inhibitor 0%[57.1 µM], GLS inh 25% and JMJD2A Tudor inh -12%.
`Cc1ccc(-n2c(C)cc(/C=N/NC(=O)c3ccncc3)c2C)cc1C` gave 12-LOX inh -5%, RGS4 inh -8%, HP1b binding inh -16%, Pin1 inh 2%, PGK inhibitor -4%, ERG Ets-DNA blk 1%, rTrxR1 inhibitor 24%[57.1 µM], GLS inh 2% and JMJD2A Tudor inh inconclusive.
CS(=O)(=O)N1CCCC(C(=O)NCCCN2CCN(Cc3ccccc3)CC2)C1 (centres undefined) was read as 12-LOX inh 5%[57.4 µM], RGS4 inh 10%, HP1b binding inh 13%, Pin1 inh -3%, PGK inhibitor inactive, ERG Ets-DNA blk -4%, rTrxR1 inhibitor -32%[57.1 µM], GLS inh 5% and JMJD2A Tudor inh -13%.
`COc1cc(/C=N/NC(=O)c2cc[n+]([O-])cc2)ccc1O` gave 12-LOX inh 2%, RGS4 inh -19%, HP1b binding inh 61%[activator], Pin1 inh -3%, PGK inhibitor inactive, ERG Ets-DNA blk 6%, rTrxR1 inhibitor -20%, GLS inh 21% and JMJD2A Tudor inh -21%.
Screening CC(=O)Nc1nnc(CCS(=O)(=O)c2ccc(Cl)cc2)s1 returned 12-LOX inh -1%, RGS4 inh -15%, HP1b binding inh 26%, Pin1 inh 1%, PGK inhibitor -7%, ERG Ets-DNA blk -17%, rTrxR1 inhibitor 9%[57.1 µM], GLS inh 2% and JMJD2A Tudor inh 6%.
For CC(C)[C@H](NC(=O)OCc1ccccc1)C(=O)OCC(=O)N1CCN(c2ccccc2)CC1 the results were 12-LOX inh 0%, RGS4 inh -7%, HP1b binding inh 18%, Pin1 inh 1%, PGK inhibitor 4%, ERG Ets-DNA blk 1%, rTrxR1 inhibitor 13%, GLS inh 14% and JMJD2A Tudor inh -17%.
Cc1cc(=O)n2[nH]c(-c3ccccc3)cc2n1 was read as 12-LOX inh 0%[57.4 µM], RGS4 inh 11%, HP1b binding inh 34%, Pin1 inh 1%, PGK inhibitor inactive, ERG Ets-DNA blk -1%, rTrxR1 inhibitor 11%, GLS inh 12% and JMJD2A Tudor inh 10%.
`N#Cc1c(C(F)(F)F)cc(-c2ccc(Cl)cc2)[nH]c1=O` gave 12-LOX inh 14%, RGS4 inh 2%, HP1b binding inh 67%[activator], Pin1 inh -2%, PGK inhibitor 2%, ERG Ets-DNA blk 4%, rTrxR1 inhibitor -16%, GLS inh -1% and JMJD2A Tudor inh 17%.
`COc1ccc(CCNC(=O)c2cnc3ccccn3c2=O)cc1` gave 12-LOX inh 5%, RGS4 inh -8%, HP1b binding inh 49%[activator], Pin1 inh -5%, PGK inhibitor 2%, ERG Ets-DNA blk -10%, rTrxR1 inhibitor 0%[57.1 µM], GLS inh -2% and JMJD2A Tudor inh -8%.
For Cc1cccc(C(=O)NCC(=O)NCCSc2ccc(Br)cc2)c1 the results were 12-LOX inh 1%, RGS4 inh -12%, HP1b binding inh 31%, Pin1 inh 2%, PGK inhibitor 6%, ERG Ets-DNA blk -1%, rTrxR1 inhibitor 20%, GLS inh 2% and JMJD2A Tudor inh 3%.
Screening O=C(NNC(=O)c1ccc(-c2ccccc2)cc1)Nc1ccccc1F returned 12-LOX inh 5%, RGS4 inh -2%, HP1b binding inh 29%, Pin1 inh 6%, PGK inhibitor 5%, ERG Ets-DNA blk 4%, rTrxR1 inhibitor -5%, GLS inh 6% and JMJD2A Tudor inh 3%.
Screening O=C(c1ccc(OCC2CCCO2)cc1)N1CCN(c2ccccc2)CC1 (centres undefined) returned 12-LOX inh -16%, RGS4 inh 8%, HP1b binding inh 29%, Pin1 inh 2%, PGK inhibitor -9%, ERG Ets-DNA blk -25%, rTrxR1 inhibitor 8%, GLS inh 14% and JMJD2A Tudor inh -6%.
Screening COc1ccc(C2=NOC(C(=O)N3CCOCC3)C2)cc1OC (centres undefined) returned 12-LOX inh 4%, RGS4 inh -20%, HP1b binding inh 50%[activator], Pin1 inh 3%, PGK inhibitor inactive, ERG Ets-DNA blk -1%, rTrxR1 inhibitor -4%, GLS inh 2% and JMJD2A Tudor inh -10%.
Screening COc1cc(OC)cc(C(=O)NCC(=O)N2CCN(c3ccc(O)cc3)CC2)c1 returned 12-LOX inh inconclusive, RGS4 inh -21%, HP1b binding inh inconclusive, Pin1 inh -7%, PGK inhibitor -1%, ERG Ets-DNA blk -7%, rTrxR1 inhibitor 24%, GLS inh inconclusive and JMJD2A Tudor inh 22µM*.
Screening COc1cccc(C(=O)Nc2cccc(C(=O)OCc3cc(=O)n4c5c(sc4n3)CCCC5)c2)c1 returned 12-LOX inh -9%, RGS4 inh -14%, HP1b binding inh 6%, Pin1 inh -6%, PGK inhibitor inactive, ERG Ets-DNA blk 1%, rTrxR1 inhibitor 25%[57.1 µM], GLS inh -9% and JMJD2A Tudor inh -8%.
Screening CCCN(CCC)CCNC(=O)Cn1ncc2c([nH]c3ccc(C)cc32)c1=O returned 12-LOX inh 1%, RGS4 inh -18%, HP1b binding inh 45%[activator], Pin1 inh 1%, PGK inhibitor -6%, ERG Ets-DNA blk 0%, rTrxR1 inhibitor 20%, GLS inh -8% and JMJD2A Tudor inh 1%.
Screening O=C(Nc1cc(-c2nc3ccccc3s2)ccc1Cl)c1cc2ccccc2o1 returned 12-LOX inh -4%, RGS4 inh -8%, HP1b binding inh 30%, Pin1 inh 44%[activator], PGK inhibitor -2%, ERG Ets-DNA blk inconclusive, rTrxR1 inhibitor 0%, GLS inh -8% and JMJD2A Tudor inh -6%.
COc1ccc(-c2ccc(F)cc2)cc1C1C2C=CCC(C)C2C(=O)N1Cc1ccccc1 (centres undefined) was read as RGS4 inh -1%, HP1b binding inh 20%, Pin1 inh 2%, rTrxR1 inhibitor 2% and JMJD2A Tudor inh -19%.
Cc1cccc(Nc2c([N+](=O)[O-])c(=O)n(C)c3ccccc23)c1 was read as 12-LOX inh -6%, RGS4 inh inconclusive, HP1b binding inh -9%, Pin1 inh 9%, PGK inhibitor 7%, ERG Ets-DNA blk -2%, rTrxR1 inhibitor -4%[57.1 µM], GLS inh -10% and JMJD2A Tudor inh 50µM*.

Sorted by molar mass (ascending): part of the list above
`COc1ccc(CCNC(=O)c2cnc3ccccn3c2=O)cc1` gave 12-LOX inh 5%, RGS4 inh -8%, HP1b binding inh 49%[activator], Pin1 inh -5%, PGK inhibitor 2%, ERG Ets-DNA blk -10%, rTrxR1 inhibitor 0%[57.1 µM], GLS inh -2% and JMJD2A Tudor inh -8%.
Screening O=C(NNC(=O)c1ccc(-c2ccccc2)cc1)Nc1ccccc1F returned 12-LOX inh 5%, RGS4 inh -2%, HP1b binding inh 29%, Pin1 inh 6%, PGK inhibitor 5%, ERG Ets-DNA blk 4%, rTrxR1 inhibitor -5%, GLS inh 6% and JMJD2A Tudor inh 3%.
For Cc1cccc(C(=O)NCC(=O)NCCSc2ccc(Br)cc2)c1 the results were 12-LOX inh 1%, RGS4 inh -12%, HP1b binding inh 31%, Pin1 inh 2%, PGK inhibitor 6%, ERG Ets-DNA blk -1%, rTrxR1 inhibitor 20%, GLS inh 2% and JMJD2A Tudor inh 3%.

(listing goes on)
Screening CC(=O)C1=C(O)C(=O)N(Cc2ccccc2)C1c1ccc(F)cc1 (centres undefined) returned 12-LOX inh -18%, RGS4 inh -10%, HP1b binding inh 34%[activator], Pin1 inh 0%, PGK inhibitor inactive, ERG Ets-DNA blk 10%, rTrxR1 inhibitor -15%, GLS inh -2% and JMJD2A Tudor inh -16%.
COc1ccc(NS(=O)(=O)NC(=O)c2c(C)n(C)c3ccccc23)cc1 was read as 12-LOX inh 5%, RGS4 inh -9%[56.9 µM], HP1b binding inh 35%, Pin1 inh 0%, PGK inhibitor 5%, ERG Ets-DNA blk 13%, rTrxR1 inhibitor inconclusive, GLS inh 25% and JMJD2A Tudor inh -22%.
`COC(=O)[C@]1(C)N[C@H](CN(C)C(C)=O)[C@@H]2C(=O)N(Cc3ccccc3)C(=O)[C@@H]21` gave 12-LOX inh -11%, RGS4 inh -6%, HP1b binding inh 46%[activator], Pin1 inh 8%, PGK inhibitor 1%, ERG Ets-DNA blk -6%, rTrxR1 inhibitor 7%, GLS inh -2% and JMJD2A Tudor inh -14%.
For COc1ccc(-c2n[nH]c3c2CN(C(=O)c2ccccc2)CC3)cc1 the results were 12-LOX inh 7%, RGS4 inh -9%, HP1b binding inh 29%, Pin1 inh -1%, PGK inhibitor inactive, ERG Ets-DNA blk -2%, rTrxR1 inhibitor 3%, GLS inh -1% and JMJD2A Tudor inh -16%.

Some of the compounds tested, so the mix of outcomes need not match the whole.
